Bcl-B Bim block – inhibitors of Bim-Bcl-B binding, primary screen, biochemical, multiplexed, human Bcl-2 family; actives 0.073% (n = 190,000); inhibition, % at 10 µM; AID 951, 2007; bead-based flow cytometry, Bim peptide-Bcl-B binding; Bcl-2-like protein 10 (Homo sapiens), Q9HD36;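 note: 0% = tracer peptide without compound and 100% = reference inhibitor peptide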
Bim-Bcl-W – inhibitors of Bim binding to Bcl-W, primary screen, biochemical, multiplexed, bead-based flow cytometry; Bcl-2-like protein 2 (Homo sapiens), Q92843; Bim peptide-Bcl-W binding; inhibition, % at 10 µM; actives 0.02% (n = 190,000); AID 952, 2007;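 note: 0% = bound tracer without compound and 100% = peptide blocker; higher means less fluorescent Bim peptide bound to Bcl-W beads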
Bim-Bfl-1 – inhibitors of Bim binding to Bfl-1, primary screen, biochemical, multiplexed, bead-based flow cytometry | Bcl-2-related protein A1 (Homo sapiens), Q16548 | Bim-Bfl-1 binding inhibition | inhibition, % at 10 µM | actives 0.12% (n = 190,000);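 note: 0% = wells without compound plus tracer and 100% = blocker peptide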
RGS4-Gao reg – modulators of RGS4 binding to Galphao, primary screen, biochemical, multiplexed bead flow cytometry. Guanine nucleotide-binding protein G(o) subunit alpha (Homo sapiens), P09471. actives lie on both sides. binding response (% of control), % at 10 µM. actives 0.33% (n = 220,000). AID 1415, 2008; in the data active = binding response below about 49% or above about 150%; inactive = in between;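 note: fluorescent Galphao activated with aluminum fluoride binding bead-coupled RGS4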
ABCG2 inh – ABCG2 efflux pump inhibitors, primary screen, multiplex with ABCB1, IgMXP3 cells, flow cytometry; Broad substrate specificity ATP-binding cassette transporter ABCG2 (Homo sapiens), Q9UNQ0; JC-1 efflux; inhibition, % at 6.6 µM; actives 0.1% (n = 190,000); AID 1325, 2008;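 active = inhibition above 80%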;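 note: 0% = DMSO and 100% = nicardipine control wells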
Target sequence (Q9UNQ0 whole entry, looked up): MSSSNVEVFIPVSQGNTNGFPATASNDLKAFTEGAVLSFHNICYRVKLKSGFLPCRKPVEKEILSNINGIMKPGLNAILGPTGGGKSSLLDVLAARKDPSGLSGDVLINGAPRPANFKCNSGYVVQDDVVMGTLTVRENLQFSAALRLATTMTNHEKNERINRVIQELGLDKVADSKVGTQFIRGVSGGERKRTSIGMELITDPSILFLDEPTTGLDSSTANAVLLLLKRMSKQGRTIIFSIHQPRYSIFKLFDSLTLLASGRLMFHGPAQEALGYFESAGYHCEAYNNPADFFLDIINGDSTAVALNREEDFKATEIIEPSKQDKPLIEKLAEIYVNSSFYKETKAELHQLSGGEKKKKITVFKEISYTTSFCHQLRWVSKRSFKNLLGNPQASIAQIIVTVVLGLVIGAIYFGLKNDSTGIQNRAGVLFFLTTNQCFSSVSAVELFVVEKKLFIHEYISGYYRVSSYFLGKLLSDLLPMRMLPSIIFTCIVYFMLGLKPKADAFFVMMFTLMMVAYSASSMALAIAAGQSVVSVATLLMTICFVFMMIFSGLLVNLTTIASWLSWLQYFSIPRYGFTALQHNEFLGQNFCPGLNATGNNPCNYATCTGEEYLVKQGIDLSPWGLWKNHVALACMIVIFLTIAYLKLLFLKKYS
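Test system: IgMXP3 (ABCG2) plus far-red-tagged CCRF-Adr (ABCB1) cells. Reagent: JC-1 dye as substrate. Timing: 10 min exposure at 25 °C with rotation, no wash. Measured by: flow cytometric JC-1 green MFI at 530 nm. Read-out: percent efflux inhibition, scaled nicardipine 100% to DMSO 0%. Control set: nicardipine and DMSO wells.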
RGS7-Gao – RGS7-Galphao binding modulators, primary screen, biochemical, multiplexed bead flow cytometry; Guanine nucleotide-binding protein G(o) subunit alpha (Homo sapiens), P09471; actives lie on both sides; binding response (% of control), % at 10 µM; actives 0.35% (n = 220,000); AID 1439, 2008; in the data active = binding response below about 49% or above about 150%; inconclusive = no clear call, values can overlap the other calls; inactive = in between;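 note: fluorescent Galphao held in activated GDP-AlF4 state binding bead-coupled RGS7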
Bim-Bcl-XL – inhibitors of Bim-Bcl-XL binding, primary screen, biochemical, multiplexed, bead flow cytometry, human Bcl-XL; inhibition, % at 10 µM; actives 0.04% (n = 190,000); AID 1007, 2008; Bim peptide-Bcl-XL binding, fluorescence
ABCB1 block – ABCB1 efflux pump inhibitors, primary screen, cell-based, multiplex, flow cytometry, ABCG2 counter-screen; ATP-dependent translocase ABCB1 (Homo sapiens), P08183; CCRF-Adr cells, JC-1 efflux; inhibition, % at 6.6 µM; actives 0.067% (n = 190,000); AID 1326, 2008; in the data active = inhibition above about 40%;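 note: 0% = vehicle and 100% = reference inhibitor; higher value means more JC-1 retained so stronger ABCB1 efflux block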
Bim-Bcl-2 – inhibitors of Bim-Bcl-2 binding, primary screen, biochemical, multiplexed, human Bcl-2 family; Apoptosis regulator Bcl-2 (Homo sapiens), P10415; Bead-based flow cytometry, Bim peptide-Bcl-2 binding; inhibition, % at 10 µM; actives 0.06% (n = 190,000); in the data active = inhibition above about 40%; inconclusive = no clear call, values can overlap the other calls;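 note: 0% = no compound wells with probe peptide and 100% = reference peptide inhibitor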
Target sequence (P10415 whole entry, looked up): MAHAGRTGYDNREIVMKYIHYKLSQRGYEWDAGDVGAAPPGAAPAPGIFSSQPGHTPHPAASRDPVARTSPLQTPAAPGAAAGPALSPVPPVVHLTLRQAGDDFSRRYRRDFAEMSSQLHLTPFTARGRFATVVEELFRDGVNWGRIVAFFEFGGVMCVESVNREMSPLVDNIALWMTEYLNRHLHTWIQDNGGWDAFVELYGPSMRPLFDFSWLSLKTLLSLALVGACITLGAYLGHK
Mcl-1 Bim block – inhibitors of Bim peptide binding to Mcl-1, primary screen, biochemical, bead-based flow cytometry, multiplex; Induced myeloid leukemia cell differentiation protein Mcl-1 (Homo sapiens), Q07820; Bim peptide-Mcl-1 binding; inhibition, % at 10 µM; actives 0.1% (n = 190,000); AID 1009, 2008;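 note: 0% = no compound tracer wells and 100% = peptide blocker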
RGS8-Gao reg – RGS8-Galphao binding modulators, primary screen, biochemical, multiplexed bead flow cytometry; Guanine nucleotide-binding protein G(o) subunit alpha (Homo sapiens), P09471; actives lie on both sides; response (percent of control binding), % at 10 µM; actives 0.34% (n = 220,000); AID 1423, 2008; in the data active = response below about 60% or above about 140%; inactive = in between;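 note: Galphao activated as the GDP aluminium fluoride complex binding bead-coupled RGS8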
* hit, by the source's call; ? = inconclusive. Cut-off read from the data, not from the text of the source, unless noted: active = inhibition above about 40%.

nr	Compound	RGS4-Gao reg	Mcl-1 Bim block	Bim-Bcl-XL	ABCG2 inh	RGS8-Gao reg	Bcl-B Bim block
1	Nc1ncc(Br)cc1S(=O)(=O)NCCC(=O)N1CCN(c2ccccn2)CC1	100	-5	-3	8	103	-6
2	CCCCn1c(SCC(=O)NCc2ccco2)nnc1-c1ccoc1C	101	0	-23	2	100	-7
3	CCCCCCP(=O)(O)c1ccccc1	101	-3	1	2	97	0
4	C/C(=N\NC(=O)c1ccccc1)c1ccc(N2CCOCC2)cc1	104	-1	-3	0	103	-1
5	Cc1cc(C)c2nc(SCC(=O)NCCN3C(=O)CSC3=O)cc(C)c2c1	100	-5	-3	3	101	-5
6	Cc1ccccc1CN1C[C@@H]2C[C@@H](c3cn[nH]c3-c3ccc(F)cc3)N3CCC[C@@]23C1=O	105	0	-2	0	111	-4
7	COc1ccc(S(=O)(=O)N2CCOCC2)cc1C(=O)Nc1ccon1	102	0	-3	28	100	-4
8	Cc1cccc(N(CC(=O)NC2CCCC2)C(=O)CS(=O)CC(=O)Nc2ccc3c(c2)OCO3)c1 (stereo unspecified)	101	-83	-3	2	101	-25
9	Cc1ccc(S(=O)(=O)Nc2ccc(-c3nc4cc(NS(=O)(=O)c5ccc(C)cc5)ccc4o3)cc2)cc1	86	-2	5	-10	89	0
10	O=C(Nc1ccc(S(=O)(=O)N2CCOCC2)cc1)c1ccc(Br)o1	98	-2	-5	3	100	-6
11	COc1ccc(NC(=O)C2CCN(S(C)(=O)=O)CC2)cc1	99	4	-8	2	98	-4
12	CN(NC(=O)/C=C/C(=O)O)c1ncc(C(F)(F)F)cc1Cl	99	0	-1	2	100	0
13	Cc1ccc(S(=O)(=O)N2CCOC2CNC(=O)C(=O)NCc2ccco2)cc1 (stereo unspecified)	96	-1	-1	8	96	-6
14	O=C(NCc1cccs1)c1ccc(S(=O)(=O)N2CCCCC2)cc1	100	-2	-2	14	101	-2
15	Cc1cc(C)nc(NC(=O)/C=C/c2ccc(Cl)cc2Cl)c1	104	-9	-18	-2	102	-7

nr	Bim-Bcl-W	ABCB1 block	Bim-Bfl-1	Bim-Bcl-2	RGS7-Gao
1	-6	0.1	0	0	103
2	1	0.7	-14	-9	99
3	-1	0.4	0	-4	99
4	-3	-0.2	-1	-5	103
5	-6	0.7	-12	-8	101
6	-4	3.5	4	1	104
7	1	1.4	-12	-6	98
8	2	-0.7	-9	-11	96
9	4	-6.1	4	2	88
10	0	0.3	-15	-3	97
11	0	0.3	-12	-5	94
12	-1	1.1	-12	0	?
13	-6	3.3	0	3	96
14	0	1.5	-5	0	101
15	-4	0.0	-5	-4	104

An excerpt from above in order of the Bcl-B Bim block value, low to high.
| # | SMILES | RGS4-Gao reg | Mcl-1 Bim block | Bim-Bcl-XL | ABCG2 inh | RGS8-Gao reg | Bcl-B Bim block | Bim-Bcl-W | Bim-Bfl-1 | RGS7-Gao |
| --- | --- | --- | --- | --- | --- | --- | --- | --- | --- | --- |
| 1 | Nc1ncc(Br)cc1S(=O)(=O)NCCC(=O)N1CCN(c2ccccn2)CC1 | 100 | -5 | -3 | 8 | 103 | -6 | -6 | 0 | 103 |
| 6 | Cc1ccccc1CN1C[C@@H]2C[C@@H](c3cn[nH]c3-c3ccc(F)cc3)N3CCC[C@@]23C1=O | 105 | 0 | -2 | 0 | 111 | -4 | -4 | 4 | 104 |
| 4 | C/C(=N\NC(=O)c1ccccc1)c1ccc(N2CCOCC2)cc1 | 104 | -1 | -3 | 0 | 103 | -1 | -3 | -1 | 103 |

Remaining list, next part.
nr	Compound	RGS4-Gao reg	Mcl-1 Bim block	Bim-Bcl-XL	ABCG2 inh	RGS8-Gao reg	Bcl-B Bim block
16	O=C(OC1CSc2nc3ccccc3n2C1)c1ccco1 (stereo unspecified)	106	-2	-8	29	103	-11
17	COc1ccc(NC(=O)c2ccccc2N(Cc2ccccc2)S(C)(=O)=O)cc1	101	0	-2	3	101	-5
18	CCOc1ccc2nc(NC(=O)C(CCSC)NS(=O)(=O)c3cccs3)sc2c1 (stereo unspecified)	96	-4	-2	0	90	-4
19	Fc1ccc(CNCc2ccc(Br)cc2)cc1	96	-1	-3	7	92	-1
20	COc1cc2cc(C(c3nnnn3C3CCCCC3)N(C)C3CCCCC3)c(=O)[nH]c2cc1OC (stereo unspecified)	104	-4	-8	22	104	-9
21	CC(C)(C)c1cc(NC(=O)c2cccnc2)no1	103	-5	-12	15	103	-10
22	CONC(=O)Nc1ccccc1[N+](=O)[O-]	102	-2	-8	2	102	-8
23	COC(=O)C(C)Sc1nc(N)c(NC(=O)c2ccco2)c(=O)[nH]1 (stereo unspecified)	106	-1	4	4	101	-1
24	CCOc1cccc(C(=O)NC(=S)Nc2ccc(N3CCCC3)cc2)c1	99	-3	4	2	98	-18
25	CN(C)/C=C/C(=O)/C=C/c1ccc(Cl)cc1	100	1	-1	2	100	0
26	Cc1ccc(S(=O)(=O)NC(=O)Nc2ccc(Cl)cn2)cc1	89	3	-2	1	94	-2
27	COc1ccc(OC)c(NC(=O)CN2C(=O)c3ccccc3S2(=O)=O)c1	99	0	-6	10	101	-5
28	COc1ccc(C(=O)COC(=O)C2CCC(=O)N2)cc1 (stereo unspecified)	98	3	-1	0	100	0
29	O/N=C/c1cccn1-c1ccc(O)cc1	96	1	-2	3	97	-4
30	Cc1cc2ncn(/N=C/c3cccnc3)c2cc1C	104	-6	-4	6	103	0

nr	Bim-Bcl-W	ABCB1 block	Bim-Bfl-1	Bim-Bcl-2	RGS7-Gao
16	-1	0.7	-16	-9	102
17	-3	1.1	-5	-3	104
18	-4	0.0	-1	0	94
19	0	0.7	-2	-1	97
20	-5	24	-18	-7	101
21	-3	-0.6	-22	-12	102
22	-5	-0.1	-8	-4	98
23	2	1.0	-5	0	104
24	-4	0.1	-17	-14	97
25	0	0.9	-3	4	96
26	1	0.2	-7	-2	90
27	-1	-0.6	-22	-8	102
28	-1	-0.3	-1	0	?
29	0	0.3	-12	-6	96
30	-1	1.3	-6	-8	103

(further entries)
nr	Compound	RGS4-Gao reg	Mcl-1 Bim block	Bim-Bcl-XL	ABCG2 inh	RGS8-Gao reg	Bcl-B Bim block
31	C1CNC(C23CC4CC(CC(C4)C2)C3)=N1	100	-2	-1	2	116	-1
32	Cc1nc(-c2ccc([N+](=O)[O-])cc2)sc1C(=O)O	98	-1	-3	1	102	-6
33	CCOC(=O)/C(=N/Nc1ccccc1)Sc1nnc(CCc2ccccc2)n1-c1ccccc1	98	-27	-21	-1	102	-11
34	O=[N+]([O-])c1ccccc1SN(Cc1ccccc1)c1ccccn1	98	-8	-14	15	97	-30
35	COc1ccc(CN(C(=O)c2ccco2)c2ccccc2)cc1	103	-4	-8	1	101	-4
36	COc1cc(CCC(=O)NNC(=O)c2ccc(C)cc2)cc(OC)c1OC	95	1	1	4	96	0
37	O=C(CCn1cccc1)NCc1ccc(Cl)cc1	101	0	-1	-1	99	-3
38	CC1CCC(=C(C#N)c2nc(-c3cc4ccccc4oc3=O)cs2)CC1 (stereo unspecified)	104	0	-3	-1	103	-9
39	CC(=O)Nc1cccc(NC(=O)CSc2ccc(-c3cccnc3)nn2)c1	103	-2	0	3	101	1
40	CCCCCOC(=O)c1ccc(N2C(=O)C3C4C=CC(C4)C3C2=O)cc1 (stereo unspecified)	103	0	0	3	102	2
41	CC(=O)N(c1ccccc1)c1c(F)c(F)c(F)c(F)c1F	100	14	-3	1	100	-3
42	CCn1c2ccccc2c2cc(/C=N/NC(=O)c3ccccc3)ccc21	104	-3	-8	-9	104	-8

nr	Bim-Bcl-W	ABCB1 block	Bim-Bfl-1	Bim-Bcl-2	RGS7-Gao
31	-5	0.0	0	-2	98
32	0	0.7	-5	-1	102
33	-19	-0.4	0	-4	102
34	-6	1.0	15	-15	102
35	-6	0.6	-6	-10	98
36	2	0.7	-3	3	?
37	3	-0.7	-11	-6	90
38	0	-5.5	-10	-8	99
39	1	-0.4	2	-2	?
40	-1	0.9	-10	-4	101
41	0	0.4	-11	-6	99
42	0	-0.7	-12	-7	106

Among those listed so far, these have two or more sulfur atoms:
nr	Compound	RGS4-Gao reg	Mcl-1 Bim block	Bim-Bcl-XL	ABCG2 inh	RGS8-Gao reg	Bcl-B Bim block
5	Cc1cc(C)c2nc(SCC(=O)NCCN3C(=O)CSC3=O)cc(C)c2c1	100	-5	-3	3	101	-5
9	Cc1ccc(S(=O)(=O)Nc2ccc(-c3nc4cc(NS(=O)(=O)c5ccc(C)cc5)ccc4o3)cc2)cc1	86	-2	5	-10	89	0
14	O=C(NCc1cccs1)c1ccc(S(=O)(=O)N2CCCCC2)cc1	100	-2	-2	14	101	-2
18	CCOc1ccc2nc(NC(=O)C(CCSC)NS(=O)(=O)c3cccs3)sc2c1 (stereo unspecified)	96	-4	-2	0	90	-4

nr	Bim-Bcl-W	ABCB1 block	Bim-Bfl-1	Bim-Bcl-2	RGS7-Gao
5	-6	0.7	-12	-8	101
9	4	-6.1	4	2	88
14	0	1.5	-5	0	101
18	-4	0.0	-1	0	94

High-throughput results: PubChem, NMMLSC
